TcdB inh – TcdB glycohydrolase inhibitors, primary screen, biochemical, single point, plate reader | Toxin B (Clostridioides difficile), P18177 | TcdB glycohydrolase enzymatic assay | inhibition, % at 9.99 µM | 350,000 compounds, 0.24% hits; in the data active = inhibition above about 10%
BH1578 lux ind – inducers of Vibrio cholerae quorum light production without autoinducers, primary screen, BH1578 luxS cqsA deficient, single point | V. cholerae BH1578 lux reporter, luminescence, 6 h | activation, % at 18.7 µM | 350,000 compounds, 0.16% hits; in the data active = activation mostly above about 9.7%, no sharp cut-off; also: not every result past the cut was called active; inactives centre near 0; reference of the scale not given here
MazF activator – activators of E. coli MazEF toxin-antitoxin RNase, primary screen, biochemical, fluorescence, uHTS | Endoribonuclease toxin MazF (Escherichia coli (strain K12)), P0AE70 | FAM/BHQ RNA-DNA oligo cleavage fluorescence, 5 h | activation, % at 20 µM | 350,000 compounds, 0.32% hits | AID 504720, 2011; in the data active = activation above about 50%
Target sequence (P0AE70 whole entry, looked up): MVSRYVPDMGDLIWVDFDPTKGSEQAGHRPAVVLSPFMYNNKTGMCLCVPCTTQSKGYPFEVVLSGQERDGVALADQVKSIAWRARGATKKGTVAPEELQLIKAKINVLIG
Rv3671c inh – Rv3671c serine protease inhibitors, primary screen, biochemical, fluorescence polarization, M. tuberculosis H37Rv; P9WHR9; inhibition, % at 5.96 µM; 320,000 compounds, 0.048% hits; AID 2606, 2010; in the data active = inhibition above about 38%;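 also: extracellular domain of Rv3671c used as enzyme; 0% = enzyme with DMSO and 100% = no enzyme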
SSB-PriA inh – inhibitors of Klebsiella pneumoniae PriA binding to SSB C-terminal tail, primary screen, biochemical, AlphaScreen; PriA–SSB C-terminal tail interaction (Klebsiella pneumoniae); AlphaScreen SSBct-PriA binding, biotinylated peptide; inhibition, % at 33 µM; 430,000 compounds, 0.6% hits; AID 1272365, 2023; in the data active = inhibition mostly above about 37%, no sharp cut-off; inactive = mostly below about 20%;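 also: plate controls were negative control peptide for no effect and reference peptide for full effect; strong numbers were not always called active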
PfHsp40 yeast – rescue of yeast from PfHsp40 toxicity, primary screen, S. cerevisiae, ATP luminescence; S. cerevisiae expressing PfHsp40, growth rescue; AID 504582, 2011; growth rescue, % at 12.5 µM; 340,000 compounds, 0.68% hits; in the data active = growth rescue above about 28%, passing the limit was not always enough;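 also: yeast W303a lacking pdr1 and pdr3 grown in galactose medium; growth measured after three days at 30 °C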
SARS 3CLpro inh – SARS-CoV 3CLpro protease inhibitors, primary screen, biochemical, quenched FRET | Replicase polyprotein 1ab (Severe acute respiratory syndrome coronavirus), P0C6X7 | recombinant SARS-CoV 3CLpro, quenched FRET peptide cleavage | inhibition, % at 6 µM | 290,000 compounds, 0.14% hits | AID 1706, 2009; in the data active = inhibition above about 12%
Anthrax LF inh2 – Bacillus anthracis LF protease inhibitors, primary screen, biochemical, multiplex microsphere, MLPCN library; multiplex microsphere protease cleavage assay; inhibition, % at 10 µM; 360,000 compounds, 0.12% hits; Lethal factor (Bacillus anthracis), P15917; AID 588501, 2011; in the data active = inhibition above about 30%; also: plate controls were buffer without enzyme for full effect and enzyme alone for no effect
Target sequence (P15917 whole entry, looked up): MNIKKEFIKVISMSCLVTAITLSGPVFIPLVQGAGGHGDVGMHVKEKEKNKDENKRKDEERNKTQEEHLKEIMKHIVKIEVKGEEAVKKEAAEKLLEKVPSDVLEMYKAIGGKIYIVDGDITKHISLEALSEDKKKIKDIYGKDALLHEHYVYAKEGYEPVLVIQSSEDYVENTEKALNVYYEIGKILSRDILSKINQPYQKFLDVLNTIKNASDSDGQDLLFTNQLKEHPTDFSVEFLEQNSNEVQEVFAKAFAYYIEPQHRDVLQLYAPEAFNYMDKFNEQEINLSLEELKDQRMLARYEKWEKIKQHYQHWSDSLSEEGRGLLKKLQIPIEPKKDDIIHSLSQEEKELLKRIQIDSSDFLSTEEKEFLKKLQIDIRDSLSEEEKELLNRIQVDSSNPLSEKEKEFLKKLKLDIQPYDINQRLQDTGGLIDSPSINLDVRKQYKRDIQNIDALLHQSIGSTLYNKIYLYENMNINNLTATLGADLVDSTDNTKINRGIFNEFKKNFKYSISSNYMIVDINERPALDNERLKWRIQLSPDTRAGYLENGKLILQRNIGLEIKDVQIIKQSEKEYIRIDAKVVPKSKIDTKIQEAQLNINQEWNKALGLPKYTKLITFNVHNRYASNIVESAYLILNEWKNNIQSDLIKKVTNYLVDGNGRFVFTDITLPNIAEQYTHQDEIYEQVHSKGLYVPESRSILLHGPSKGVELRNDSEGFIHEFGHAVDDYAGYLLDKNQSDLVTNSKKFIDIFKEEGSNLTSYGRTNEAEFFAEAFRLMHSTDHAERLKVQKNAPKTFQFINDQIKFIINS
VHR inh abs – VHR1 phosphatase inhibitors, primary screen, biochemical, absorbance, uHTS. Dual specificity protein phosphatase 3 (Homo sapiens), P51452. recombinant VHR phosphatase, pNPP absorbance. inhibition, % at 13.3 µM. 290,000 compounds, 0.52% hits. AID 1654, 2009; in the data active = inhibition above about 50%; also: some compounds called inactive have numbers as strong as hits
Y pestis TopoI – Yersinia pestis topoisomerase I inhibitors, primary screen, biochemical, cleavage product accumulation, plate reader, single point. Y. pestis Topo-I cleavage product accumulation. DNA topoisomerase I (Yersinia pestis CO92). activity, % at 10 µM. 360,000 compounds, 0.064% hits; in the data active = activity above about 50%, passing the limit was not always enough; also: inactives centre near 2
* marks the source's active call; other numbers are inactive results; i = inactive; nt = not tested or not shown; & = joins results of further samples. Some of the compounds tested; the hit share may differ from the screen's.

SMILES	TcdB inh	BH1578 lux ind	MazF activator	Rv3671c inh	SSB-PriA inh	PfHsp40 yeast	SARS 3CLpro inh	Anthrax LF inh2	VHR inh abs	Y pestis TopoI
COc1cccc(CNC(=O)Cn2ccc3cc(S(=O)(=O)N4CCCCCC4)ccc32)c1OC	-0.2	-0.3	-1	6	-7	3.9	5	-3	0	32
CNC(=O)COC(=O)c1cc(=O)[nH]c2ccccc12	nt	-0.4	3	-8	-2	-0.6	-2	0	30	-8
CSc1ncc(Cl)c(C(=O)C(C#N)c2nc3c(C)cc(C)cc3c(=O)[nH]2)n1 (stereo unspecified)	-1.3	-4.2	-11	-3	-3	15	-2	-9	18	4
COc1ccc(C)cc1NC(=O)C(Sc1nnc(Nc2cc(C)ccc2OC)s1)c1ccccc1 (stereo unspecified)	nt	0.0	-9	-13	-3	-0.8	-2	0	-10	7
COc1ccc(C(=O)O)cc1OC	1.2	-0.4	-12	nt	3	-1.6	nt	-1	nt	-7
Cc1ccc(CNC(=O)CN(c2ccc(Cl)cc2)S(C)(=O)=O)cc1	1.5	-0.6	1	2	0	1.3	2	2	31	-1
CN(C)CCCN(C(=O)COc1ccccc1)c1nc2c(F)cccc2s1	0.7	-3.7	10	-3	6	-0.8	-3	-4	19	-8
O=C(CCc1ccccc1)Nc1ccc(S(=O)(=O)Nc2nccs2)cc1	0.2	-5.6	2	-10	10	-0.9	0	2	7	-12
CCn1cc(C(=O)Nc2ccc(C)cc2[N+](=O)[O-])c(C)n1	-0.2	0.8	8	6	1	-1.4	nt	7	nt	9
Cc1ccc(S(=O)(=O)Nc2ccc(O)c(S(=O)(=O)c3ccc(C)cc3)c2)cc1	1.4	-1.1	5	0	5	0.3	1	0	17	0
O=C(CN1C(=O)NC2(CCCC2)C1=O)Nc1cc(S(=O)(=O)N2CCCCC2)ccc1Cl	1.3	i	-1	-2	1	1.4	nt	-2	nt	10
O=C(NNC1OC(CO)C(O)C(O)C1O)c1cccnc1 (stereo unspecified)	-0.5	-1.4	3	-5	0	-0.5	2	3	10	10
CCOc1ccc(S(=O)(=O)N2CCC(C(=O)N3CCCC3)CC2)cc1C	0.0	-0.5	5	-9	-12	0.9	-4	1	35	2
Cc1nc(CNC(=O)c2cc(COc3c(F)cccc3F)on2)cs1	0.3	-0.3	5	-7	-22	0.2	2	-7	-16	0
Cc1ccc(-c2nc(CS(=O)CC(=O)NCc3ccc(Cl)cc3)c(C)o2)cc1 (stereo unspecified)	0.1	-2.5	8	-4	0	-0.1	-3	-8	44	13
O=S(=O)(c1ccc(Cl)cc1)c1snnc1-c1ccccc1	nt	-0.1	-7	-4	-10	3.1	2	-7	8	3
O=C(c1cccnc1)N1CCN(C(=O)c2cccs2)CC1	nt	nt	10	-8	-17	1.1	2	-2	16	8
CC(C)Oc1ccc(N2CC(C(=O)Nc3ccccc3F)CC2=O)cc1 (stereo unspecified)	nt	i	3	7	1	1.8	0	3	0	7
N/C(=N\OC(=O)CCCc1ccccc1)c1ccccc1	1.6	i	2	8	nt	-0.7	0	2	18	23
Cn1c(SCC(=O)c2cc3ccccc3o2)nnc1-c1ccccc1	11*	-0.2	25	-22	-6	-0.3	0	0	-10	9
COc1ccc(CC(=O)NCC(=O)N/N=C(/C)c2ccco2)cc1	-0.2	0.0	-5	10	nt	-1.1	1	-2	21	1
Cc1ccc(N2CC(C(=O)Nc3ccccc3N3CCCC3)CC2=O)cc1 (stereo unspecified)	1.5	i	6	2	6	-0.2	0	-3	-15	12
CC(C)(C)C(=O)Nc1ccc(C(=O)CN2C(=O)NC3(CCOc4ccccc43)C2=O)cc1 (stereo unspecified)	0.1	-3.4	16	2	-7	0.2	nt	-6	nt	-1
Cc1ccc(NC(=O)C2CCCN2S(=O)(=O)c2ccc3c(c2)n(C)c(=O)c(=O)n3C)cc1C (stereo unspecified)	-0.7	-0.2	9	-5	1	1.4	1	0	-18	2

The list goes on, overlapping the part above by four compounds.
SMILES	TcdB inh	BH1578 lux ind	MazF activator	Rv3671c inh	SSB-PriA inh	PfHsp40 yeast	SARS 3CLpro inh	Anthrax LF inh2	VHR inh abs	Y pestis TopoI
COc1ccc(CC(=O)NCC(=O)N/N=C(/C)c2ccco2)cc1	-0.2	0.0	-5	10	nt	-1.1	1	-2	21	1
Cc1ccc(N2CC(C(=O)Nc3ccccc3N3CCCC3)CC2=O)cc1 (stereo unspecified)	1.5	i	6	2	6	-0.2	0	-3	-15	12
CC(C)(C)C(=O)Nc1ccc(C(=O)CN2C(=O)NC3(CCOc4ccccc43)C2=O)cc1 (stereo unspecified)	0.1	-3.4	16	2	-7	0.2	nt	-6	nt	-1
Cc1ccc(NC(=O)C2CCCN2S(=O)(=O)c2ccc3c(c2)n(C)c(=O)c(=O)n3C)cc1C (stereo unspecified)	-0.7	-0.2	9	-5	1	1.4	1	0	-18	2
Cc1cnc(C(=O)OCC(=O)N(C(C)C)C(C)C)cn1	nt	i	2	2	-6	0.1	6	-6	25	-5
COc1cccc(OCc2nc3ncc(Br)cc3[nH]2)c1	nt	-7.1	-7	-7	-20	-0.1	4	-3	18	-3
COc1ccccc1-c1oc2ccccc2c1-c1ccc2cc[nH]c2c1	-1.5	i	-9	-4	-2	4.1	nt	-6	nt	-5
COc1ccc(-n2c(=S)[nH]c3cc(C(=O)NCc4ccco4)ccc3c2=O)cc1OC	1.1	0.9&-0.8	0&1	7	15	0.4&-0.4	-2&2	1&0	0&13	3&5
CCCCCCCn1c(NC(=O)CC)nc2ccccc21	2.9	-1.0	9	4	-19	93*	3	0	9	18
Cc1ccc(S(=O)(=O)NCC(c2ccccc2)N2CCCCC2)cc1 (stereo unspecified)	-0.4	i	0	-8	-6	0.2	4	0	9	20
O=C(O)c1ccc(Nc2nc(-c3ccccc3)c3ccccc3n2)cc1	3.8	-0.3	3	3	-14	-0.7	4	0	10	0
NC(=O)CC(NC(=O)Cc1ccc(Br)cc1)c1ccc(NCC2CC2)c([N+](=O)[O-])c1 (stereo unspecified)	-0.4	i	7	-5	1	-1.1	nt	-6	23	10
COCCN(CC(=O)NCc1ccccc1)C(=O)CCC(=O)Nc1ccccn1	nt	0.7	11	-1	-16	0.2	-4	-9	3	5
COc1ccc(NC(=O)c2[nH]c(C)c(C(C)=O)c2C)cc1Cl	nt	-3.9	-6	-10	-11	1.4	1	-3	2	-1
C=CCNc1nc(Nc2ccc(OC)c(OC)c2)c2sc(-c3ccccc3)cc2n1	-5.3	-4.5	nt	nt	nt	nt	nt	-30	nt	-11
CC(C)CC(=O)Nc1nnc(-c2ccco2)s1	nt	-14	3	-5	1	-0.7	5	4	-4	-10
CCOC(=O)[C@H]1[C@H]2COc3cc(OC)ccc3[C@@H]2N2C(=O)c3c(C)cc(C)cc3NC(=O)[C@@]12C	1.7	0.0	9	2	-6	-0.7	nt	2	nt	1
Cc1ccc(C(=O)Cn2c(C(=O)/C=C/c3ccccc3)nc3ccccc32)cc1	nt	i	4	-13	-1	0.2	6	-9	37	3
COc1cccc(C(=O)NC2CC3CCCC(C2)N3Cc2ccc(C)cc2)c1 (stereo unspecified)	-0.6	0.1	2	4	-7	1.9	-1	6	6	-17
OC(c1cc(F)cc(Cl)c1)c1ncc(-c2ccccc2C(F)(F)F)[nH]1 (stereo unspecified)	4.1	-1.3	nt	nt	nt	nt	nt	-1	nt	-1
COc1ccc(C(=O)NCC(=O)OCC(=O)NC23CC4CC(CC(C4)C2)C3)cc1	2.8	i	-3	-2	7	0.2	nt	-5	nt	9
Cc1cc(O)c(S(=O)(=O)c2ccccc2)c(C)c1NS(=O)(=O)c1ccccc1	2.1	-0.4	6	-18	-7	0.3	-3	0	31	4
Cc1cccc(N(C(=O)c2csnn2)C(C(=O)NC2CCCC2)c2ccncc2)c1 (stereo unspecified)	0.8	-0.3	6	11	-3	1.2	3	2	-10	-5
COC(=O)c1ccccc1NC(=O)c1nc2nc(C)cc(C)n2n1	nt	i	15	7	-10	0.0	-6	2	1	-6
CCOC(=O)N1CCN(S(=O)(=O)c2ccc3c(c2)CCN3C(=O)C2CCC2)CC1	nt	-1.9	-2	6	-17	1.0	1	3	0	6
CC(Nc1n[nH]c(=S)[nH]c1=O)C(=O)OCc1ccccc1 (stereo unspecified)	nt	nt	3	-2	0	-0.1	3	-5	21	6
CC(C)NC(=S)NC(c1ccccc1)(c1ccccc1)c1ccccc1	0.0	i	1	11	0	3.3	9	nt	0	-6
Cn1ccc(C(=O)NC(=S)Nc2ccc([N+](=O)[O-])cc2O)n1	3.0	-0.2	3	nt	-13	-1.5	-1	2	2	-3
COc1ccc(-c2nnn(CC(=O)N(CCO)C(C(=O)NC3CCCC3)c3ccc(F)cc3)n2)cc1 (stereo unspecified)	nt	-0.4	-1	-2	-16	-0.3	0	0	-21	20
CC#CCN(Cc1ccco1)C(=O)c1ccc(OC2CCN(Cc3ccccn3)CC2)cc1	2.3	0.6	0	3	-9	-0.7	4	0	5	37
Cc1occc1C(=O)n1nnc2ccccc21	nt	nt	-1	14	-6	nt	-5	nt	14	nt
c1ccc(NCCc2ccccn2)cc1	1.1	-1.0	5	nt	-10	-0.3	nt	-7	nt	2
CCn1nc(NC(=O)c2cccnc2)c2cc3cccc(C)c3nc21	nt	0.5	-5	-3	-15	0.2	0	-1	15	-9
CC(C)Oc1ccc(/C(O)=C2/C(=O)C(=O)N(CCN3CCOCC3)C2c2ccccc2)cc1 (stereo unspecified)	nt	-0.3	-2	-1	nt	-1.3	1	1	-13	-4
COC(=O)C1=C(C)NC(=O)NC1c1ccsc1 (stereo unspecified)	nt	i	-2	0	-17	0.1	-1	-1	5	1
CCc1c(C)nc2ncnn2c1N1CCCC(C(=O)NCc2cccs2)C1 (stereo unspecified)	nt	-0.5	9	-7	-8	0.0	5	-4	0	-10

Shown with bars between the fields: entries from further up.
molecule | TcdB inh | BH1578 lux ind | MazF activator | Rv3671c inh | SSB-PriA inh | PfHsp40 yeast | SARS 3CLpro inh | Anthrax LF inh2 | VHR inh abs | Y pestis TopoI
Cc1occc1C(=O)n1nnc2ccccc21 | nt | nt | -1 | 14 | -6 | nt | -5 | nt | 14 | nt
c1ccc(NCCc2ccccn2)cc1 | 1.1 | -1.0 | 5 | nt | -10 | -0.3 | nt | -7 | nt | 2
CCn1nc(NC(=O)c2cccnc2)c2cc3cccc(C)c3nc21 | nt | 0.5 | -5 | -3 | -15 | 0.2 | 0 | -1 | 15 | -9
CC(C)Oc1ccc(/C(O)=C2/C(=O)C(=O)N(CCN3CCOCC3)C2c2ccccc2)cc1 (stereo unspecified) | nt | -0.3 | -2 | -1 | nt | -1.3 | 1 | 1 | -13 | -4
COC(=O)C1=C(C)NC(=O)NC1c1ccsc1 (stereo unspecified) | nt | i | -2 | 0 | -17 | 0.1 | -1 | -1 | 5 | 1
